PAFAH1B2 FP inh – blocks human PAF acetylhydrolase 1b catalytic subunit 2; recombinant PAFAH1B2, FP-rhodamine activity probe, fluorescence polarization; inhibition, % at 3.39 µM; 340,000 compounds, 1.2% hits; AID 492953;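 active = inhibition above the mean of all tested compounds plus 3 SD, cut at about 24% in these data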;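 also: 0% = enzyme with DMSO and 100% = wells lacking PAFAH1B2; many of its hits are not listed in these tables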
Target sequence (P68402 whole entry, looked up): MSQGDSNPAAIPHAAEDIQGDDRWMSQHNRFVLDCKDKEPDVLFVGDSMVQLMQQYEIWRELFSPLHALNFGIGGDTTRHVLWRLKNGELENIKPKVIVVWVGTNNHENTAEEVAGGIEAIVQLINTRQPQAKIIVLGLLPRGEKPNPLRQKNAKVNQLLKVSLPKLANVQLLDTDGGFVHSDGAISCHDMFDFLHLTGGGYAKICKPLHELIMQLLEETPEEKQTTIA
LYPLA1 inh – blocks human lysophospholipase 1, a PME1 counter-screen | inhibition, % at 5.9 µM | recombinant LYPLA1, FP-Rh probe fluorescence polarization | 320,000 compounds, 0.16% hits;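 active = inhibition above the mean of all tested compounds plus 3 SD, set per campaign, cut at about 14% in these data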;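 also: inhibitors block serine hydrolase probe labeling of LYPLA1 so polarization falls; 0% = enzyme with DMSO and 100% = wells lacking LYPLA1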
Target sequence (O75608 whole entry, looked up): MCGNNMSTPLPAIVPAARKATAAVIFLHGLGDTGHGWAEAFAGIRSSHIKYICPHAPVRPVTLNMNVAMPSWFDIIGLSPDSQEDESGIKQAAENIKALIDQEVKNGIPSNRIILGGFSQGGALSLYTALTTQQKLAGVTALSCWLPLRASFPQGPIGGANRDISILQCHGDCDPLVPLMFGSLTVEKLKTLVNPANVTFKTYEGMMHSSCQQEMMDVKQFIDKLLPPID
PAFAH2 FP inh – inhibitors of human PAFAH2; Q99487; recombinant PAFAH2, FP-rhodamine activity probe, fluorescence polarization; inhibition, % at 3.39 µM; 340,000 compounds, 0.99% hits;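 active = inhibition above the mean over all tested compounds plus 3 SD, cut at about 30% in these data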;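 also: inhibitors block probe labeling of enzyme so polarization drops; 0% = enzyme with DMSO and 100% = wells lacking PAFAH2 protein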
PAFAH1B3 FP inh – PAFAH1B3 (human) inhibition; Q15102; recombinant PAFAH1B3, FP-rhodamine probe, fluorescence polarization; inhibition, % at 3.39 µM; 340,000 compounds, 0.28% hits; AID 492972;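 active = inhibition above the screen-wide average of all tested compounds plus 3 SD, cut at about 25% in these data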;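 also: 0% = enzyme with DMSO only and 100% = wells lacking PAFAH1B3 protein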
Target sequence (Q15102 whole entry, looked up): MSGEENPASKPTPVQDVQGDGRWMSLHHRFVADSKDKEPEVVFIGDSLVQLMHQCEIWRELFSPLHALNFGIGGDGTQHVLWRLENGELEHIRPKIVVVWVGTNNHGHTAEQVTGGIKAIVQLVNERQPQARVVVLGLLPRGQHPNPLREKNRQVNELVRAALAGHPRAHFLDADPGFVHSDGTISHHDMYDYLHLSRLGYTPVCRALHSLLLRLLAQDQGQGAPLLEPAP
GSTO1 inh – GSTO1 inhibition, counter-screen for RBBP9 inhibitors. recombinant GSTO1, activity-based probe fluorescence polarization. inhibition, % at 5.96 µM. 300,000 compounds, 1.1% hits. AID 1974;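 active = inhibition above the campaign mean inhibition plus 3 SD, cut at about 35% in these data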;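 also: 0% = GSTO1-1 with DMSO and 100% = wells lacking GSTO1-1 enzyme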
Target sequence (P78417 whole entry, looked up): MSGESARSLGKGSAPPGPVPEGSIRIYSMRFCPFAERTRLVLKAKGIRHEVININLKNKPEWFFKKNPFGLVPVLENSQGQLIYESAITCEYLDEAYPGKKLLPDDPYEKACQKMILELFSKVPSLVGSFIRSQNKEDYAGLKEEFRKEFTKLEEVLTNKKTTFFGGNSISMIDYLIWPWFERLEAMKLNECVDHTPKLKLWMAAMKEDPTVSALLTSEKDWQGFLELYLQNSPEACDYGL
Fam108B counter – counter-screen for RBBP9 inhibitors: inhibitors of mouse Fam108B; 300,000 compounds, 0.33% hits; inhibition, % at 9.51 µM; recombinant Fam108B, FP-Rh probe fluorescence polarization;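 active = inhibition above the screen mean inhibition plus 3 SD, computed separately per campaign, cut at about 18% in these data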;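 also: inhibitors lower polarization as less probe binds the enzyme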
PAD4 inh – blocks human protein arginine deiminase 4; Q9UM07; recombinant PAD4, RCA probe fluorescence polarization; inhibition, % at 6.36 µM; 330,000 compounds, 0.41% hits; AID 485272;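 active = percent inhibition above a cutoff equal to the mean of all tested compounds plus 3 SD, cut at about 15% in these data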;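 also: 0% = PAD4 with RCA probe and DMSO and 100% = probe without PAD4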
PME-1 primary – blocks human protein phosphatase methylesterase 1. Q9Y570. recombinant PME-1, FP-Rh probe fluorescence polarization. inhibition, % at 5.9 µM. 320,000 compounds, 0.53% hits;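 active = inhibition above the campaign mean of all compounds plus 3 SD, cut at about 26% in these data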;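 also: competitive labeling of PME-1 active site by serine hydrolase directed probe; 0% = PME-1 with DMSO and 100% = wells lacking PME-1 enzyme; inhibitors block probe labeling so polarization falls and inhibition rises; many of its hits are not listed in these tables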
pPAFAH inh – pPAFAH (human) enzyme inhibition; Q13093; recombinant pPAFAH, FP-rhodamine probe fluorescence polarization; inhibition, % at 3.39 µM; 330,000 compounds, 1.5% hits; AID 463082;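 active = inhibition above the mean inhibition across the screen plus 3 SD, cut at about 25% in these data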;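 also: inhibitors block binding of the rhodamine activity-based probe so polarization drops; 0% = enzyme with DMSO and 100% = wells lacking pPAFAH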
Starred values were filed as active, the others as inactive; / = not tested or not shown. This is a subset, so the mix of outcomes need not match the whole.

1: O=C(NCc1ccccn1)c1ccc2nc(-c3ccco3)c(-c3ccco3)nc2c1
2: COc1ccc(CCNC(=O)c2ccccc2NS(=O)(=O)c2cc(C(=O)O)ccc2OC)cc1
3: COc1ccc(/C=C/C(=O)Nc2cc(C(F)(F)F)ccc2Cl)cc1OC
4: Cc1cccc(-n2c(SCC(N)=O)nc3c(c2=O)C2(CCCC2)Cc2ccccc2-3)c1
5: Cc1nn(CC(=O)NCc2ccccc2Cl)c(C)c1[N+](=O)[O-]
6: O=[N+]([O-])c1cc(C(F)(F)F)ccc1NCCc1ccccn1
7: CCC[C@@H]1CCCO[C@@](C(=O)NCc2ccc(S(C)(=O)=O)cc2)(C(F)(F)F)C1
8: Cc1[nH]c(=O)[nH]c(=O)c1S(=O)(=O)N1CCCC(C(=O)NCCC2=CCCCC2)C1 (centres undefined)

Screen / compound no.	1	2	3	4	5	6	7	8
Fam108B counter	39*	0	0	1	4	-2	-2	-4
PAFAH1B3 FP inh	/	5	-9	2	3	-2	-3	3
pPAFAH inh	66*	-4	-3	5	-3	1	4	0
PME-1 primary	6	-8	-7	-5	-2	-6	0	-3
GSTO1 inh	83*	-2	-16	-5	5	-2	3	6
PAD4 inh	7	-1	-3	0	6	3	1	-5
PAFAH1B2 FP inh	/	5	1	3	-4	4	8	17
PAFAH2 FP inh	/	-5	-7	9	1	3	2	-3
LYPLA1 inh	-5	0	-9	0	0	-2	-2	-1

9: C=C(C)c1ccccc1NC(=O)CCN1C(=O)c2ccccc2S1(=O)=O
10: O=C(Nc1cccc(O)c1)c1ccccc1
11: COc1ccc(S(=O)(=O)N2CCC3(CC2)OCCN3S(=O)(=O)c2c(C)cc(C)cc2C)cc1
12: O=C(Cn1ccccc1=O)Nc1ccc(Cl)c(S(=O)(=O)N2CCCCC2)c1
13: CCC1CSC(Nc2ccc(C(=O)/C=C/c3ccc(OC)c(OC)c3)cc2)=N1 (centres undefined)
14: CCc1ccccc1N(C(=O)Cn1nnc2ccccc21)C(C(=O)NCCOC)c1ccco1 (centres undefined)
15: CCC(CC)c1nnc(NC(=O)C2=COCCO2)s1
16: O=C(CCNC(=O)c1ccc(Cl)cc1)Nc1ccccc1Cl

Screen / compound no.	9	10	11	12	13	14	15	16
Fam108B counter	-3	-2	-2	/	-18	1	0	-3
PAFAH1B3 FP inh	12	6	2	0	-13	2	7	11
pPAFAH inh	0	-1	-5	2	-4	-4	4	5
PME-1 primary	-6	6	-6	6	-22	-1	0	3
GSTO1 inh	5	-1	-1	/	-24	5	21	-5
PAD4 inh	5	1	4	-2	-2	-1	2	-4
PAFAH1B2 FP inh	8	-2	0	-1	-9	4	6	0
PAFAH2 FP inh	11	-2	-3	12	-8	1	6	-3
LYPLA1 inh	-2	2	-3	1	-18	1	0	0

17: CN(CC(=O)Nc1ccc(Cl)c(C(F)(F)F)c1)C(=O)c1cc(-c2ccncc2)nc2ccccc12
18: Cc1noc(C)c1COC(=O)[C@@H](NC(=O)c1ccccc1)C(C)C
19: CCCNC(=O)c1onc(CSc2ccc(F)cc2)c1C(=O)NCCC
20: Cc1cccc(OCCNC(=O)c2cc(-n3cnnc3)ccc2Cl)c1
21: CNC(=O)c1ccsc1NC(=O)CCS(=O)(=O)c1ccccc1
22: COc1cccc(CN2c3ccc(Br)cc3C(=O)CS2(=O)=O)c1
23: COc1ccc(C(=O)OCC#CCSc2nnc(-c3cccc4ccccc34)o2)cc1
24: Cc1ccc(CNC(=O)Cn2ccc3cc(S(=O)(=O)N4CCCCCC4)ccc32)cc1

Screen / compound no.	17	18	19	20	21	22	23	24
Fam108B counter	-11	-2	2	-2	-5	/	/	-7
PAFAH1B3 FP inh	-9	13	7	10	5	2	-7	6
pPAFAH inh	2	4	0	-3	0	-6	2	6
PME-1 primary	-5	-2	0	-3	-1	-13	/	9
GSTO1 inh	-5	6	3	4	5	/	/	-7
PAD4 inh	5	0	-1	1	-1	-14	0	-1
PAFAH1B2 FP inh	-3	4	2	5	3	-3	2	7
PAFAH2 FP inh	-10	-3	9	5	-1	-12	-8	6
LYPLA1 inh	-2	-3	0	0	0	1	/	-3

25: O=C1c2ccc(Oc3ccc([N+](=O)[O-])cc3)cc2C(=O)N1CCCO
26: CC(C)C[C@@H](CO)N1CCN(Cc2ccc(O)cc2)CCC1=O
27: COc1cccc(NC(=O)CSc2ccc3nnc(-c4ccccn4)n3n2)c1
28: O=c1cc(CSc2nc3ccccc3[nH]2)c2ccccc2[nH]1
29: CN(C)CCN=Cc1c(O)n(Cc2ccc3c(c2)OCO3)c(=O)c2ccccc12
30: Cc1ccc(NC(=O)c2cccs2)cc1NC(=O)c1ccccc1Cl
31: CC1CCCCN1CCNS(=O)(=O)c1ccc2c(c1)oc(=O)n2C (centres undefined)
32: COc1ccc([N+](=O)[O-])cc1NC(=O)c1ccc(CN(c2ccccc2)S(C)(=O)=O)cc1

Screen / compound no.	25	26	27	28	29	30	31	32
Fam108B counter	1	-1	-4	5	4	-8	3	-3
PAFAH1B3 FP inh	4	0	1	-1	3	-2	2	9
pPAFAH inh	9	4	2	-7	6	1	-3	-1
PME-1 primary	-2	2	2	-2	8	1	-10	4
GSTO1 inh	-3	19	5	-5	5	1	-2	-3
PAD4 inh	-5	-6	-1	-1	-10	-4	-6	0
PAFAH1B2 FP inh	3	7	-2	1	3	1	-1	6
PAFAH2 FP inh	6	-2	10	6	2	8	-5	-5
LYPLA1 inh	4	0	-1	-3	1	1	3	0

33: COc1cccc(NC(=O)C2CCN(S(=O)(=O)c3ccc4c(c3)NC(=O)C(C)S4)CC2)c1 (centres undefined)
34: O=C(CNC(=O)c1ccc(F)cc1)N/N=C/c1cc(Br)ccc1OCc1ccccc1
35: C[C@H](CO)N1C[C@H](C)[C@@H](CN(C)C(=O)Nc2ccccc2)Oc2ccc(NC(=O)CCN3CCOCC3)cc2C1=O
36: CC1CCN(C(=O)COC(=O)CNC(=O)C23CC4CC(CC(C4)C2)C3)CC1
37: CCOc1ccc2ccccc2c1C(=O)Nc1cc(=O)n(C)c(=O)n1C
38: O=S(=O)(NCc1ccc2c(c1)OCO2)c1ccc2c(c1)oc1ccccc12
39: O=C(c1ccc(F)cc1)C1CCN(C(=O)c2ccncc2)CC1
40: O=C(O)CSC(C(=O)Nc1ccc(Br)cc1)c1ccc(Cl)cc1 (centres undefined)

Screen / compound no.	33	34	35	36	37	38	39	40
Fam108B counter	-2	-34	/	4	7	-9	-6	0
PAFAH1B3 FP inh	10	-39	9	5	-3	-5	-1	7
pPAFAH inh	0	-2	0	2	-4	6	2	2
PME-1 primary	8	-26	/	1	5	-5	3	0
GSTO1 inh	-5	-13	/	3	-3	-3	2	-3
PAD4 inh	-2	-2	0	-5	2	-1	-5	-4
PAFAH1B2 FP inh	3	-20	2	10	-2	6	0	6
PAFAH2 FP inh	-8	-45	-2	4	6	2	1	15
LYPLA1 inh	0	-24	/	3	-2	-9	-2	-2

41: CCOc1cc(C(=O)Nc2nnc(CC)s2)ccc1OCC(=O)N1CCOCC1
42: Cc1ccc(C(=O)N2CCN(c3ccccc3O)CC2)cc1S(=O)(=O)N1CCCCC1
43: O=C(NCCCN1CCOCC1)c1cccc(S(=O)(=O)Nc2ccccc2Cl)c1
44: CC(OC(=O)CC1CC2CCC1C2)C(=O)Nc1ccc(N2CCOCC2)cc1 (centres undefined)
45: CCOC(=O)/C(O)=C/c1ncc(C(F)(F)F)cc1Cl
46: NS(=O)(=O)c1ccc(CCNC(=O)c2ccc3c(c2)OCO3)cc1
47: COc1ccc(CNC(=O)c2cc3c(s2)CN(Cc2ccccc2)C3)cc1
48: COc1ccc(/C(=N/O)C(C)(C)NO)cc1

Screen / compound no.	41	42	43	44	45	46	47	48
Fam108B counter	-1	7	-6	5	2	4	-7	3
PAFAH1B3 FP inh	4	7	2	8	-3	0	4	0
pPAFAH inh	3	3	-5	-6	0	-1	4	0
PME-1 primary	5	-1	6	-4	2	4	-9	-4
GSTO1 inh	-1	-6	0	-4	-4	-4	-9	-8
PAD4 inh	-9	3	-7	-3	-12	0	2	0
PAFAH1B2 FP inh	4	1	4	-2	-2	2	5	0
PAFAH2 FP inh	-4	5	-3	-5	-1	3	4	3
LYPLA1 inh	4	5	-2	-3	1	2	-2	2

The last 3 compounds of the part before open the next one.
46: NS(=O)(=O)c1ccc(CCNC(=O)c2ccc3c(c2)OCO3)cc1
47: COc1ccc(CNC(=O)c2cc3c(s2)CN(Cc2ccccc2)C3)cc1
48: COc1ccc(/C(=N/O)C(C)(C)NO)cc1
49: O=C(Nc1ccccc1C(=O)Nc1ccc(Br)cn1)c1cccc([N+](=O)[O-])c1
50: Cc1cc(C)n2nc(SCC(=O)N(Cc3ccccc3)C3CCS(=O)(=O)C3)nc2n1 (centres undefined)
51: CC(=O)c1c(C)nc2ccc(Br)cc2c1-c1ccccc1
52: CCOc1cc(NC(=S)Nc2ccccc2)c(OCC)cc1NC(=O)c1ccccc1
53: O=C(NC(CO)c1ccccc1)c1ccco1 (centres undefined)
54: COc1ccc(C(=O)Nc2ccc(NC(C)=O)cc2)cc1S(=O)(=O)N1CCCCC1C (centres undefined)
55: CCN(CC)S(=O)(=O)c1ccc(C(=O)NCc2nnc(SCC(=O)OC)n2C)cc1
56: CCC(=O)N1CCN(c2ccc(NC(=O)COc3ccc(CC)cc3)cc2)CC1

Screen / compound no.	46	47	48	49	50	51	52	53	54	55	56
Fam108B counter	4	-7	3	-5	10	-1	5	-1	/	0	2
PAFAH1B3 FP inh	0	4	0	8	4	3	6	4	-3	15	10
pPAFAH inh	-1	4	0	-1	3	3	3	2	1	1	9
PME-1 primary	4	-9	-4	-5	6	-2	10	1	1	-3	-21
GSTO1 inh	-4	-9	-8	1	1	4	-1	8	/	2	0
PAD4 inh	0	2	0	-7	2	-3	-13	-5	0	-5	2
PAFAH1B2 FP inh	2	5	0	-4	1	6	6	7	-7	-1	6
PAFAH2 FP inh	3	4	3	-11	2	-1	5	4	0	-6	10
LYPLA1 inh	2	-2	2	3	-1	2	0	4	-4	2	1

57: CC1(c2nnc(Cc3ccccc3)o2)CC(c2ccncc2)=NO1 (centres undefined)
58: COc1ccc(N(CC(=O)Nc2ccc(C)c(F)c2)S(=O)(=O)c2c(C)noc2C)cc1
59: CCCOC(=O)c1c(-c2ccccc2)nc(CC)c(C(=O)SCC)c1CCC
60: CN(C(=O)c1c[nH]c(=O)cc1C(F)(F)F)c1ccc(Cl)c(Cl)c1
61: COc1cccc(-c2sc3ccc(OC)cc3c2C#CCCO)c1
62: Cn1c(=O)n(C)c2cc(NC(=O)CSc3nnc(-c4ccccc4O)n3-c3ccccc3)ccc21
63: NC(=O)c1ccc(NC(=O)CC23CC4CC(CC(Br)(C4)C2)C3)cc1
64: COC(=O)c1cccnc1-n1c(=O)c2cccnc2n(Cc2cccc(OC)c2)c1=O

Screen / compound no.	57	58	59	60	61	62	63	64
Fam108B counter	2	0	-1	-4	/	2	0	-1
PAFAH1B3 FP inh	15	2	9	8	3	5	7	9
pPAFAH inh	4	1	-2	-7	0	0	5	2
PME-1 primary	-1	-5	-3	-5	-15	3	-4	-3
GSTO1 inh	0	-10	6	-10	/	11	-1	1
PAD4 inh	2	0	-3	-5	-2	-8	-1	4
PAFAH1B2 FP inh	9	-2	1	8	0	6	14	2
PAFAH2 FP inh	-8	-1	0	0	-11	1	3	2
LYPLA1 inh	-2	-8	0	-1	-6	2	-2	2
